TNAP inh hiacc = inhibitors of human TNAP at high phosphate acceptor concentration; inhibition, % at 20 µM; hit rate 0.03% among 200,000; purified TNAP, CDP-star luminescence, 1 M DEA; AID 1135; P05186;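 active = over 50% inhibition of tissue-nonspecific alkaline phosphatase at 20 µM in the single-dose screen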;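 also: plate controls were DMSO wells for no effect and EDTA-quenched wells as full inhibition for full effect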
Target sequence (P05186 whole entry, looked up): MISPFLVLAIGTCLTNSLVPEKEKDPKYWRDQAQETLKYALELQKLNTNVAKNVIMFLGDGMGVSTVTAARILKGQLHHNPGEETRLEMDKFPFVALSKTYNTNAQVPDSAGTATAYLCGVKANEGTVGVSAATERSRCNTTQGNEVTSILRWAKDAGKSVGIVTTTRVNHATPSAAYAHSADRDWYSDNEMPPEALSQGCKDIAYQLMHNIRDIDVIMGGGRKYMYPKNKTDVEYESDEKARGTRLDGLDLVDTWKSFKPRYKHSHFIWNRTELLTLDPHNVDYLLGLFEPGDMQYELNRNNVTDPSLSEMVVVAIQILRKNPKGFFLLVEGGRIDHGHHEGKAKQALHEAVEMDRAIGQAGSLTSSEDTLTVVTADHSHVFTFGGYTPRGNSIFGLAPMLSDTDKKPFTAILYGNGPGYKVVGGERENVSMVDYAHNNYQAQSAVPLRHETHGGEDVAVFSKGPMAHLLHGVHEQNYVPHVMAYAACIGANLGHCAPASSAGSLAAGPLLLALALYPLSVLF
PMI act satM6P = activators of human phosphomannose isomerase at near-saturating mannose 6-phosphate | P34949 | coupled PMI enzyme assay, resazurin fluorescence, 20 min; active compounds read high; 1 = untreated enzyme, 0 = substrate-free blank | activation factor at 20 µM | hit rate 0.34% among 190,000;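 active = activation factor of 2 or more at 20 µM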
Target sequence (P34949 whole entry, looked up): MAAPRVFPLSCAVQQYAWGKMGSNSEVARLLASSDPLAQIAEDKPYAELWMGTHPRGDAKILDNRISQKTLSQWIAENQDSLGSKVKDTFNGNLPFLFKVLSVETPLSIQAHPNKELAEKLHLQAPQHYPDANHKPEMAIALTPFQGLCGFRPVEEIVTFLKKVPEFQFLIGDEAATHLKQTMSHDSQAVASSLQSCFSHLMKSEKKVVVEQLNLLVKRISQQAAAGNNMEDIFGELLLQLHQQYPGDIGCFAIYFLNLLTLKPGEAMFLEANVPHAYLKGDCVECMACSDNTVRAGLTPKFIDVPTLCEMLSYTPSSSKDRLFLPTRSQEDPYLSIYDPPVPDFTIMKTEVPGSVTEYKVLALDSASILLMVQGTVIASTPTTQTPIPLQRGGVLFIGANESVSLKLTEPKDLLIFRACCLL
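Material: human phosphomannose isomerase with PGI, G6PDH, diaphorase coupling enzymes; amount: PMI at 15 ng/mL final; also added: Mannose-6-phosphate 1.0 mM (near-saturating) plus 0.22 mM NADP+; incubation: enzyme reaction with compound 20 min at room temperature; signal: resorufin fluorescence (Ex 544/Em 590 nm) from resazurin via diaphorase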
Diaph inh CS = inhibits diaphorase or chemically oxidizes, flagging diaphorase assay artifacts; diaphorase resazurin-to-resorufin fluorescence, NADH, 16 min; bacterial (C. kluyveri) enzyme, not human; inhibition, % at 20 µM; hit rate 0.69% among 190,000; AID 1217;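 active = primary screen inhibition at 20 µM above a set limit, cut at about 50% in these data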;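 also: plate controls were DMSO with full reaction for no effect and wells lacking NADH for full effect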
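Assay system: diaphorase enzyme from Clostridium kluyveri. Quantity: enzyme working solution with 0.14 U/mL diaphorase. Schedule: reaction incubation of 16 min at room temperature. Technique: resorufin fluorescence, excitation 544 nm, emission 590 nm. Controls: No-NADH positive control and DMSO neutral control.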
TNAP act hiacc = increases human TNAP activity under high phosphate acceptor concentration | purified TNAP, CDP-star luminescence, 1 M DEA, 30 min; active compounds read high; 0 = EDTA background, 1 = DMSO-only activity | activation factor at 20 µM | P05186 | 200,000 tested, under 10 active;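 active = activation factor at least 2 at 20 µM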
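Dosing: 20 µM single point. System: human TNAP. Amount: TNAP 1/800 final. Incubation: 30 min, room temperature. Read-out: TNAP activation factor scaled between EDTA and DMSO control wells. Signal: luminescence from CDP-star hydrolysis. Medium: 1 M DEA, pH 9.8, Mg2+, Zn2+. Control set: EDTA negative control, DMSO positive control.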
PMI activator = activators of human phosphomannose isomerase; purified human PMI, coupled resazurin fluorescence, 20 min; active compounds read high; 1 = vehicle control, 0 substrate-free wells; activation factor at 20 µM; hit rate 0.005% among 190,000; AID 1214;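 active = activation factor of 2 or more at 20 µM, relative to plate controls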
G6PDH counter = counter-screen for G6PDH assay hits: L. mesenteroides G6PDH inhibition | Purified L. mesenteroides G6PDH, diaphorase/resazurin coupled fluorescence, 45 min | inhibition, % at 5 µM | hit rate 0.12% among 200,000 | AID 1020; in the data active = inhibition above about 50%
FLuc act counter = affects firefly luciferase, flagging false hits in luciferase stimulation screens | P08659 | ATPlite luciferase biochemical, luminescence, 10 min; 0 = ATP-free wells, 1 = DMSO control | activation factor at 10 µM | 200,000 tested, under 10 active | AID 1027;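 active = luciferase activation factor, scaled between plate controls, of at least 2 with compound at 10 µM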
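Material: Luciferase/luciferin reagent mix; Doses: test compounds dosed from 2 mM stocks in 100% DMSO; Schedule: 10 min incubation after luciferase reagent addition, room temperature; Measured by: luminescence from luciferase reaction; Read-out: luminescence gain marking luciferase activators.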
TNAP inh noacc = inhibitors of human TNAP without phosphate acceptor. P05186. purified TNAP, CDP-star luminescence, 30 min. inhibition, % at 20 µM. hit rate 0.26% among 200,000;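 active = tissue-nonspecific alkaline phosphatase inhibition above about 50% at 20 µM in the single-dose screen, limit read from the data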;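 also: 0% = DMSO negative control and 100% = EDTA positive control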
Efa HMGR inh = blocks class II HMG-CoA reductase of Enterococcus faecalis; AID 1066; inhibition, % at 10 µM; purified E. faecalis HMGR, NADPH absorbance 340 nm kinetic; hit rate 0.41% among 190,000;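 active = inhibition above a set limit, the median over all tested compounds plus 3 SD, cut at about 9.5% in these data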;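 also: enzyme runs in reverse so mevalonate oxidation gives rising NADPH absorbance; 0% = complete reaction with DMSO and 100% = background rate lacking mevalonate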
Diaph act CS = activates diaphorase or chemically reduces, flagging diaphorase assay artifacts. Diaphorase/resazurin coupled assay, resorufin fluorescence, 16 min; active compounds read high; 1 = vehicle wells, 0 = NADH-free wells. activation factor at 20 µM. hit rate 0.005% among 190,000. AID 1229;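 active = diaphorase activity raised at least twofold by the compound at 20 µM; inactive = activation factor below 2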
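System – purified diaphorase enzyme from Clostridium kluyveri · Input – enzyme 0.07 U/mL final · Also added – final NADH 0.114 mM, resazurin 0.1 mM · Measured by – fluorescence of resorufin, 544 nm excitation, 590 nm emission · Timing – 16 min enzyme reaction, ambient temperature · Measure – resorufin increase flagging diaphorase activators or reducers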
* = called active by the depositor.

`Cc1ccccc1OCc1nnc2n1CC(C)S2` (configuration not stated) gave TNAP inh hiacc -2, PMI act satM6P 0.8, Diaph inh CS 16, TNAP act hiacc 1, PMI activator 0.8, G6PDH counter -11, FLuc act counter 1.1, TNAP inh noacc -8, Efa HMGR inh 1 and Diaph act CS 0.8.
Cc1cccc2nc(CSc3nnc(N)s3)cn12 was read as TNAP inh hiacc -1, PMI act satM6P 1.1, Diaph inh CS 5, TNAP act hiacc 1, PMI activator 1.2, G6PDH counter 1, FLuc act counter 1, TNAP inh noacc 3, Efa HMGR inh -2 and Diaph act CS 0.9.
`O=C(CCc1ccccc1)NNC(=O)Nc1ccccc1` gave TNAP inh hiacc -6, PMI act satM6P 1, Diaph inh CS -4, TNAP act hiacc 1.1, PMI activator 1.1, G6PDH counter 13, FLuc act counter 1.1, TNAP inh noacc -9, Efa HMGR inh -1 and Diaph act CS 1.
`COc1ccc(NC(=O)COn2nnc3ccc(Cl)cc32)cc1OC` gave TNAP inh hiacc -5, PMI act satM6P 0.9, Diaph inh CS 25, TNAP act hiacc 1.1, PMI activator 0.9, G6PDH counter -1, FLuc act counter 1, TNAP inh noacc -12, Efa HMGR inh -3 and Diaph act CS 0.8.
O=C(CCN1CCN(c2ccc(F)cc2)CC1)Nc1ccc(F)cc1 was read as TNAP inh hiacc 1, PMI act satM6P 0.9, Diaph inh CS 16, TNAP act hiacc 1, PMI activator 1, G6PDH counter 9, FLuc act counter 1, TNAP inh noacc -1, Efa HMGR inh 3 and Diaph act CS 0.8.
Screening CCOc1ccc(N2CC(C(=O)Nc3ccc(N4CCOCC4)cc3)CC2=O)cc1 (configuration not stated) returned TNAP inh hiacc 2, PMI act satM6P 1.1, Diaph inh CS 6, TNAP act hiacc 1, PMI activator 1, G6PDH counter 10, FLuc act counter 1.1, TNAP inh noacc -9, Efa HMGR inh -12 and Diaph act CS 0.9.
Screening COCCN1C(=O)C(O)=C(C(C)=O)C1c1ccc(F)cc1 (configuration not stated) returned TNAP inh hiacc -5, PMI act satM6P 1.1, Diaph inh CS -1, TNAP act hiacc 1.1, PMI activator 1, G6PDH counter 5, FLuc act counter 1, TNAP inh noacc -10, Efa HMGR inh 0 and Diaph act CS 1.
Screening C=CCn1c(=N)c(C(=O)NCCCOC)cc2c(=O)n3cccc(C)c3nc21 returned TNAP inh hiacc -1, PMI act satM6P 0.9, Diaph inh CS 4, TNAP act hiacc 1, PMI activator 0.9, G6PDH counter 8, FLuc act counter 1.1, TNAP inh noacc -6, Efa HMGR inh -8 and Diaph act CS 1.
For CN(C(=O)COc1cccc(Br)c1)C1CCS(=O)(=O)C1 (configuration not stated) the results were TNAP inh hiacc -1, PMI act satM6P 1, Diaph inh CS 7, TNAP act hiacc 1, PMI activator 0.9, G6PDH counter 4, FLuc act counter 1, TNAP inh noacc -7, Efa HMGR inh 0 and Diaph act CS 0.9.
`CC1CC(=O)c2cnc(N)nc2C1` (configuration not stated) gave TNAP inh hiacc -5, PMI act satM6P 0.9, Diaph inh CS 16, TNAP act hiacc 1.1, PMI activator 0.9, G6PDH counter -2, FLuc act counter 1, TNAP inh noacc -9, Efa HMGR inh -2 and Diaph act CS 0.8.
`CCn1nc(C(=O)OCC(=O)N2CCc3ccccc32)c2ccccc2c1=O` gave TNAP inh hiacc -3, PMI act satM6P 0.9, Diaph inh CS 11, TNAP act hiacc 1, PMI activator 0.9, G6PDH counter -18, FLuc act counter 1, TNAP inh noacc -6, Efa HMGR inh -5 and Diaph act CS 0.9.
`O=C(Nc1cccc(S(=O)(=O)N2CCCCC2)c1)C1CC(=O)N(Cc2ccco2)C1` (configuration not stated) gave TNAP inh hiacc -4, PMI act satM6P 1.1, Diaph inh CS 2, TNAP act hiacc 1, PMI activator 1.1, G6PDH counter 4, FLuc act counter 1, TNAP inh noacc -9, Efa HMGR inh -1 and Diaph act CS 1.
Screening O=C(NCCOc1ccccc1Cl)C(=O)Nc1ccccc1 returned TNAP inh hiacc -5, PMI act satM6P 1.1, Diaph inh CS 6, TNAP act hiacc 1.1, PMI activator 1.1, G6PDH counter 10, FLuc act counter 1, TNAP inh noacc -1, Efa HMGR inh 7 and Diaph act CS 0.9.
For COCCNC(=O)[C@@]1(Cc2ccccc2)C=C[C@@H](C)N1C(C)=O the results were TNAP inh hiacc 3, PMI act satM6P 1, Diaph inh CS 4, TNAP act hiacc 1, PMI activator 0.9, G6PDH counter 19, FLuc act counter 1, TNAP inh noacc -3, Efa HMGR inh 0 and Diaph act CS 1.
O=C(COc1ccccc1)N(Cc1cc2ccccc2[nH]c1=O)CC1CCCO1 (configuration not stated) was read as TNAP inh hiacc -7, PMI act satM6P 1, Diaph inh CS 6, TNAP act hiacc 1.1, PMI activator 1, G6PDH counter 8, FLuc act counter 1, TNAP inh noacc -12, Efa HMGR inh 2 and Diaph act CS 0.9.
For Cc1nc2ccc(NC(=O)N3CCOCC3)cc2nc1C the results were TNAP inh hiacc -4, PMI act satM6P 0.6, Diaph inh CS 14, TNAP act hiacc 1, PMI activator 0.9, G6PDH counter 9, FLuc act counter 1.1, TNAP inh noacc -5, Efa HMGR inh -6 and Diaph act CS 0.9.
O=C(CSc1ccc(-c2ccncc2)nn1)c1ccc(Cl)cc1 was read as TNAP inh hiacc 1, PMI act satM6P 1.1, Diaph inh CS 12, TNAP act hiacc 1, PMI activator 1.1, G6PDH counter 2, FLuc act counter 1, TNAP inh noacc -7, Efa HMGR inh -7 and Diaph act CS 0.9.
`Cn1nnnc1SCC(=O)N1CCN(S(=O)(=O)c2ccc(Cl)cc2)CC1` gave TNAP inh hiacc -4, PMI act satM6P 1.1, Diaph inh CS -11, TNAP act hiacc 1, PMI activator 1.1, G6PDH counter 4, FLuc act counter 1, TNAP inh noacc -5, Efa HMGR inh -1 and Diaph act CS 1.1.
For c1ccc(CN(Cc2ccco2)C(c2ccncc2)c2nnnn2C2CCCC2)cc1 (configuration not stated) the results were TNAP inh hiacc 1, PMI act satM6P 0.9, Diaph inh CS 17, TNAP act hiacc 1, PMI activator 1, G6PDH counter -21, FLuc act counter 1.1, TNAP inh noacc -9, Efa HMGR inh 5 and Diaph act CS 0.8.
For CC(C)CC(NC(=O)CCl)c1ccccc1 (configuration not stated) the results were TNAP inh hiacc -5, PMI act satM6P 1.2, Diaph inh CS 14, TNAP act hiacc 1, PMI activator 1.2, G6PDH counter 7, FLuc act counter 1.1, TNAP inh noacc -8, Efa HMGR inh 0 and Diaph act CS 0.9.
CC1CN(c2c3c(nc4ncnn24)CCCC3)CC(C)O1 (configuration not stated) was read as TNAP inh hiacc -7, PMI act satM6P 0.9, Diaph inh CS 14, TNAP act hiacc 1.1, PMI activator 0.9, G6PDH counter -15, FLuc act counter 1.1, TNAP inh noacc -12, Efa HMGR inh -5 and Diaph act CS 0.9.
CCN(C(=O)CSc1nnnn1-c1ccccc1)C1CCS(=O)(=O)C1 (configuration not stated) was read as TNAP inh hiacc -7, PMI act satM6P 1, Diaph inh CS -7, TNAP act hiacc 1.1, PMI activator 1.1, G6PDH counter 8, FLuc act counter 1, TNAP inh noacc 0, Efa HMGR inh 1 and Diaph act CS 1.1.
Cc1ccc(C(c2nnnn2Cc2ccccc2)N2CCN(Cc3ccccc3)CC2)cc1 (configuration not stated) was read as TNAP inh hiacc 1, PMI act satM6P 1, Diaph inh CS 79*, TNAP act hiacc 1, PMI activator 0.9, G6PDH counter 8, FLuc act counter 1.1, TNAP inh noacc -3, Efa HMGR inh -3 and Diaph act CS 0.2.
Brc1ccc(/C=N/c2nc3ccccc3n2CCN2CCOCC2)cc1 was read as TNAP inh hiacc -6, PMI act satM6P 0.9, Diaph inh CS -6, TNAP act hiacc 1.1, PMI activator 1, G6PDH counter 4, FLuc act counter 0.9, TNAP inh noacc -2, Efa HMGR inh 0 and Diaph act CS 1.1.
For COc1cccc(N2CCN(C(=O)CN(C)S(=O)(=O)c3ccc4c(c3)c(=O)n(C)c(=O)n4C)CC2)c1 the results were TNAP inh hiacc 1, PMI act satM6P 1, Diaph inh CS 11, TNAP act hiacc 1, PMI activator 1, G6PDH counter 10, FLuc act counter 1, TNAP inh noacc -6, Efa HMGR inh 0 and Diaph act CS 0.9.
Screening Clc1ccccc1-c1nn2c(-c3ccncc3)nnc2s1 returned TNAP inh hiacc -3, PMI act satM6P 1, Diaph inh CS -5, TNAP act hiacc 1, PMI activator 0.8, G6PDH counter -8, FLuc act counter 1.1, TNAP inh noacc -8, Efa HMGR inh -6 and Diaph act CS 1.1.
Screening COC(=O)CC(c1ccc(OC)c(OC)c1)c1ccc(OC)c(OC)c1 returned TNAP inh hiacc 0, PMI act satM6P 1, Diaph inh CS -3, TNAP act hiacc 1, PMI activator 1, G6PDH counter 18, FLuc act counter 1, TNAP inh noacc -2, Efa HMGR inh -4 and Diaph act CS 1.

Three compounds drawn at random from those above, as already listed:
Screening COC(=O)CC(c1ccc(OC)c(OC)c1)c1ccc(OC)c(OC)c1 returned TNAP inh hiacc 0, PMI act satM6P 1, Diaph inh CS -3, TNAP act hiacc 1, PMI activator 1, G6PDH counter 18, FLuc act counter 1, TNAP inh noacc -2, Efa HMGR inh -4 and Diaph act CS 1.
CC1CN(c2c3c(nc4ncnn24)CCCC3)CC(C)O1 (configuration not stated) was read as TNAP inh hiacc -7, PMI act satM6P 0.9, Diaph inh CS 14, TNAP act hiacc 1.1, PMI activator 0.9, G6PDH counter -15, FLuc act counter 1.1, TNAP inh noacc -12, Efa HMGR inh -5 and Diaph act CS 0.9.
CCN(C(=O)CSc1nnnn1-c1ccccc1)C1CCS(=O)(=O)C1 (configuration not stated) was read as TNAP inh hiacc -7, PMI act satM6P 1, Diaph inh CS -7, TNAP act hiacc 1.1, PMI activator 1.1, G6PDH counter 8, FLuc act counter 1, TNAP inh noacc 0, Efa HMGR inh 1 and Diaph act CS 1.1.

Compound activity from PubChem BioAssay.
